FN deposition inh: fibronectin deposition inhibition. AH1F fibroblasts, Alexa488-fibronectin deposition fluorescence, overnight. AID 743247. inhibition, % at 12.6 µM. 0.086% of 350,000 active;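 active = mean inhibition across replicates of 30% or more, regardless of how many single replicates reach that level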;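 note: positive control wells lacked labelled fibronectin entirely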
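Assay system: AH1F fibroblasts / Quantity: 10000 cells per well / Medium: DMEM plus 2% serum, read in PBS / Reagent: labelled fibronectin 24 nM / Dosing: single dose, pinned / Times: 1 h cell attachment, overnight exposure to compound and label / Signal: fluorescence, ex 485 nm, em 525 nm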
Active calls of the source: *. An excerpt. The share of hits here may be higher or lower than overall.

molecule | FN deposition inh
CS(=O)(=O)Nc1ccccc1C(=O)N1CCN(c2ccccc2)CC1 | -7
COc1cc2nc(SCc3c(C)noc3C)n(CCC3=CCCCC3)c(=O)c2cc1OC | -1
O=C(CN1CCOCC1)Nc1ccc(-c2nc3ccccc3[nH]2)cc1 | -1
CN(Cc1ccccc1)C(=O)c1cnc2n(c1=O)CCS2 | -9
CCOC(=O)CNC(=O)Cn1cnc2c(nnn2-c2ccc(C)cc2)c1=O | -4
CC1CCCCC1NC(=O)C1CCN(S(=O)(=O)N2CCOCC2)CC1 (centres undefined) | 0
CCOc1cc(-n2nc(C)c(C#N)c2N)nc(SC)n1 | 5
CCOc1ccc2nc(NC(=O)CN3CCN(c4ccccn4)CC3)sc2c1 | -4
CC(C)CC(=O)Nc1cc(C(F)(F)F)ccc1N1CCOCC1 | -2
Oc1ccc(-c2cn3cc(C(F)(F)F)ccc3n2)cc1 | 3
CC/C(=N\NS(C)(=O)=O)c1ccccc1 | -1
CCn1c2ccccc2c2cc(NC(=O)CSc3nnc(-c4ccccc4OC)n3N)ccc21 | -2
CCc1ccc(-c2nc(CN3CCC(C(=O)NCc4ccco4)CC3)c(C)o2)cc1 | -4
O=C(Cn1c(=O)[nH]c2ccsc2c1=O)N1CCN(c2ccc(F)cc2)CC1 | 7
Cc1ccc(NC(=O)Nc2ncccc2C)cc1 | 7
COC(=O)C1=C(C)n2nnnc2NC1c1cc2ccccc2o1 (centres undefined) | -11
COc1ccc(-c2noc(CSc3nnc(Cc4ccccc4)n3-c3ccc(Cl)cc3)n2)cc1 | -4
COc1cccc(-c2nnn(CC(=O)O)n2)c1 | 8
Nc1nnc(-c2ccccc2)s1 | -4
O=C(CN1C(=O)NC2(CCc3ccccc32)C1=O)c1ccc2c(c1)OCCO2 (centres undefined) | 11

molecule | FN deposition inh
COc1ccc(CNc2nc(-c3ccccc3)nn2C(=O)c2cccs2)cc1 | -8
N=c1n(CCN2CCOCC2)c2ccccc2n1CC(=O)c1ccc(Cl)c(Cl)c1 | 11
Cc1ccc(-c2ccc(CCC(=O)O)n2CC2CCCO2)cc1 (centres undefined) | -7
COc1ccccc1/C=C/C=N/n1c(COc2ccccc2)n[nH]c1=S | -11
COc1ccc(Nc2nc(-c3cccs3)cs2)cc1 | -16
CC1=C(C(=O)OCc2ccc3c(c2)OCO3)C(c2ccccc2OCc2ccccc2)NC(=O)N1 (centres undefined) | 4
Cn1c(CN2CCN(c3ccc(Cl)cc3)CC2)nc2ccccc21 | 0
Cc1ccc(N(CC(=O)NCc2ccc(F)cc2)S(=O)(=O)c2cccs2)cc1 | 1
CCOC(=O)/C(C(N)=NCCCO)=C(/O)c1ccccc1 | 1
c1ccc(CCCNc2ncccn2)cc1 | -15
Cc1ccc(NC(=S)N/N=C/c2ccc(Cl)c([N+](=O)[O-])c2)cc1 | -8
CCOc1ccc(/C=C/C2=Cc3c(sc(NC(=O)CSc4n[nH]c(N)n4)c3C#N)C(C)(C)C2)cc1 | -1
Cc1oc(=O)c(NC(=O)c2ccccc2)cc1C(=O)c1ccccc1 | 1
CN1CCN(c2ccccc2NC(=O)COc2ccccc2)CC1 | 6
N#CC1=C2SCN(Cc3ccco3)CN2C(=O)CC1c1cccc2ccccc12 (centres undefined) | -1
Cc1ccccc1NC(=O)CN1CCC(n2nnc3ccccc32)CC1 | 3
O=C(Nn1c(Cc2cccs2)nc2ccccc2c1=O)c1cccs1 | 4
CCOC(=O)N1CCC(Nc2nc3ccccc3nc2NS(=O)(=O)c2ccc(Cl)cc2)CC1 | 0
CC(Oc1ccc(NC(=O)c2ccco2)cc1)C(=O)N1c2ccccc2CC1C (centres undefined) | 11
Cc1ccc(C(=O)NCCN(C)C)cc1C | -4

molecule | FN deposition inh
CCOc1ccc2nc(SC3CC(=O)N(c4ccc(OC)cc4)C3=O)sc2c1 (centres undefined) | -4
O=C(Nc1ccn(Cc2ccc(Cl)cc2)n1)c1ccc2c(c1)OCO2 | 0
CC1(C(=O)O)Cc2ccccc2C(=O)O1 (centres undefined) | -7
Cc1cccc(C)c1NC(=O)CS(=O)CC(=O)NC1CCN(Cc2ccccc2)CC1 (centres undefined) | -3
CCN(CC)C(=O)Oc1ccc(Cl)c2ccccc12 | -2
COc1ccc(-c2nnc(SCC(=O)c3ccc4c(c3)OCCO4)o2)cc1 | -14
CCc1oc(C(=O)O)cc1COC | 6
C=CCOC(=O)C1=C(C)NC(C)=C(C(=O)OCC=C)C1/C=C/c1ccccc1 | 7
COc1ccc(C(=O)Nc2ccc3c4c(cccc24)CC3)cc1 | -6
CCC(=O)N1CC2(C)CN(C(=O)CC)CC(C)(C1)C2 | 3
C=CCSc1nncn1/N=C/c1ccc(OC)cc1 | 5
Cc1ccc2cccc(NC(=S)NC(=O)c3ccnn3C)c2n1 | 2
O=C(/C=C/c1ccccc1)Nn1cnnc1 | 5
CCOC(=O)c1c(C)c(C(=O)Nc2ccc3c(c2)OCCO3)c(C)n1C | 4
O=C(c1cnccn1)N(Cc1cccs1)C1(C(=O)NC2CCCCC2)CCCCC1 | 1
c1cnc(Oc2ccc(-c3nnco3)cc2)cn1 | 0
CC(Sc1ccsc1[N+](=O)[O-])C(=O)NCCc1ccc(Cl)cc1 (centres undefined) | 5
C=CCOC(=O)C1=C(C)Nc2nc3ccccc3n2C1c1ccncc1 (centres undefined) | 2
Cc1ccc(OCC(=O)NNC(=O)C2CCN(c3nccc(C)n3)CC2)cc1 | -1
Nc1ccccc1-c1nnc(SCc2ccccc2Cl)[nH]c1=O | -2

molecule | FN deposition inh
CCCCc1nc(NCCNC(=O)c2ccco2)c(C#N)c2c1CSC(C)(C)C2 | 2
COC(=O)CSc1nnc(-c2ccc3c(c2)OCO3)n1C | 5
CC(=O)Nc1ccc(C(=O)Cn2nnc3ccccc3c2=O)cc1 | 7
CCNC(=O)c1c(C)[nH]c(C(=O)OCC)c1C | -4
CCOC(=O)CSc1cn2c(n1)CCC2 | -6
N#Cc1c(Cl)c(Cl)c2nnc(-c3ccc(Br)cc3)n2c1Cl | -9
CCCCCCCC(=O)NNC(=O)c1ccc([N+](=O)[O-])cc1 | -24
CCOC(=O)c1sc(NC(=O)CSc2nc(C)cc(C(F)(F)F)n2)c(C#N)c1C | 1
O=C(NC1CCCCC1)C1CCCN(c2nnnn2-c2ccccc2)C1 (centres undefined) | 4
N#Cc1ccc(Oc2ccc(C(N)=O)cc2)cc1C#N | -2
Nc1nc2nc(-c3ccccc3)cc(=O)n2[nH]1 | 10
CC(=O)Nc1ccc(-c2cn3cccnc3n2)cc1 | 7
COc1cc(/C=N/N=C(/N)c2nonc2N)cc(Br)c1OCc1ccccc1C | -1
CN(C)CCCN1C(=O)C(=O)/C(=C(/O)c2ccncc2)C1c1cccnc1 (centres undefined) | -2
CC(=O)N=c1sccn1CC(=O)c1ccc([N+](=O)[O-])cc1 | -5
COc1ccc(NC(=O)C(CC(C)C)NS(=O)(=O)c2ccc3c(c2)CCN3C(C)=O)cc1OC (centres undefined) | -8
COc1ccc(OC)c(C2=NOC(C(=O)NCCN3CCOCC3)C2)c1 (centres undefined) | -11
O=C1N=C(c2ccccc2)S/C1=C\c1cccs1 | -6
CC(=O)c1cccc(N(C(=O)c2cnccn2)C(C(=O)NCc2ccccc2)c2ccco2)c1 (centres undefined) | 1
CCOC(=O)c1cnc(SCC(=O)Nc2nc(C)c(C)s2)nc1N | -3

4 of these compounds, set out differently.
CCNC(=O)c1c(C)[nH]c(C(=O)OCC)c1C
- FN deposition inh: -4
CCCCc1nc(NCCNC(=O)c2ccco2)c(C#N)c2c1CSC(C)(C)C2
- FN deposition inh: 2
COc1cc(/C=N/N=C(/N)c2nonc2N)cc(Br)c1OCc1ccccc1C
- FN deposition inh: -1
O=C1N=C(c2ccccc2)S/C1=C\c1cccs1
- FN deposition inh: -6

Going on with the list:
molecule | FN deposition inh
O=c1c2ccccc2n(Cc2ccccc2F)c(=O)n1Cc1ccccc1F | -6
Cc1ccc(Cn2nc(C)c(NC(=O)CSc3n[nH]c(C)c3[N+](=O)[O-])c2C)cc1 | 2
Cc1cccc(N2CCN(C(=O)Cn3cccc3C(=O)c3ccccc3)CC2)c1C | 6
CCN(c1ccc(NC(=O)CN2C(=O)NC3(CCOc4ccccc43)C2=O)cc1)C(C)C (centres undefined) | 6
Cn1c(SCC(=O)c2ccc3c(c2)OCCO3)nnc1C1CC1 | -11
COCCCn1c(-c2ccsc2)nc2c1c(=O)[nH]c(=O)n2Cc1ccccc1 | 1
CCCCC(=O)Nc1ccc2c(c1)oc1ccccc12 | -1
CCC(=O)Nc1ccc(S(=O)(=O)N2CCN(c3ccc(F)cc3)CC2)cc1 | -6
CCn1c(C(=O)N2CCCC(C(=O)NCCCc3ccccc3)C2)cc2sccc21 (centres undefined) | -2
NS(=O)(=O)c1ccc(NC(=O)C2COc3ccccc3O2)cc1 (centres undefined) | -32
CCOc1cc(C(=O)NCc2nnc(SCC(=O)OC)n2C)cc(OCC)c1OCC | -3
CCOC(=O)c1cc(-c2ccncc2)nc2c1c(C)nn2C | 7
Cc1cc(C(=O)OCC(=O)NCCCN2CCCC2=O)c2ccccc2n1 | 4
COc1ccc(NC(=O)CN2C(=O)c3cccc4cccc2c34)cc1OC | 2
CC(C)CCOC(=O)/C(=C/c1ccco1)NC(=O)/C=C/c1ccccc1 | -3
COc1cccc(C2=NOC(C(=O)Nc3cccc(C(C)=O)c3)C2)c1 (centres undefined) | 1
CCSc1nnc(NC(=O)c2cccs2)s1 | -2
Cc1nc(CNS(=O)(=O)c2ccc3c(c2)OCCO3)cs1 | 0
COc1ccc(Br)cc1CN1CCCC(C(=O)N2CCCCC2)C1 (centres undefined) | 2
Cc1c(C)c2cc3c4c(oc3c(C)c2oc1=O)CCCC4 | -28

The list goes on (7 carried over from the part before).
molecule | FN deposition inh
COc1ccc(NC(=O)CN2C(=O)c3cccc4cccc2c34)cc1OC | 2
CC(C)CCOC(=O)/C(=C/c1ccco1)NC(=O)/C=C/c1ccccc1 | -3
COc1cccc(C2=NOC(C(=O)Nc3cccc(C(C)=O)c3)C2)c1 (centres undefined) | 1
CCSc1nnc(NC(=O)c2cccs2)s1 | -2
Cc1nc(CNS(=O)(=O)c2ccc3c(c2)OCCO3)cs1 | 0
COc1ccc(Br)cc1CN1CCCC(C(=O)N2CCCCC2)C1 (centres undefined) | 2
Cc1c(C)c2cc3c4c(oc3c(C)c2oc1=O)CCCC4 | -28
CC1CC(C)CN(C/C=C/c2ccccc2[N+](=O)[O-])C1 (centres undefined) | 4
Cc1ccc2cc3c(N)c(C(=O)N4CCOCC4)sc3nc2c1 | 5
CCN1CC=C2C(C#N)=C(N)C(C#N)(C#N)[C@H](c3cccc(OC)c3OC)[C@H]2C1 | 6
CC1(C)C2([N+](=O)[O-])CN3CC1([N+](=O)[O-])CN(C2)C3c1ccccc1 (centres undefined) | -6
c1ccc(SCc2nc3ccccc3[nH]2)cc1 | -4
Cc1ccc(NC(=O)CN2CCC(C(=O)c3ccc(F)cc3)CC2)cc1 | 5
O=C(O)CSc1nc2c(c(=O)[nH]1)CCCC2 | -5
COc1cc(OC)cc(C(=O)NCc2n[nH]c(=S)n2-c2ccccc2)c1 | -6
CCc1ccc(-c2nn(-c3ccccc3)cc2C2SCC(=O)N2Cc2ccco2)cc1 (centres undefined) | 5
CC(=O)NC(Cc1ccccc1)C(=O)NC1CCN(C(=O)c2cnccn2)CC1 (centres undefined) | 2
O=C(c1ccc(Cn2c(=O)[nH]c3ccccc3c2=O)cc1)N1CCN(c2ccc(F)cc2)CC1 | 0
Cn1c(NCc2c(O)ccc3ccccc23)nc2ccccc21 | -8
COc1ccccc1N1CCN(Cc2nc(N)nc(Nc3ccccc3)n2)CC1 | 4
COCCn1c(=S)[nH]c2cc(C(=O)N3CCC(C(N)=O)(N4CCCCC4)CC3)ccc2c1=O | 8
Cc1ccc(-c2csc(NC(=O)CSc3nc(C)cc(=O)[nH]3)n2)cc1 | -1
CCOC(=O)c1c(C)[nH]c(C(=O)CSc2nnc(-c3cccs3)n2Cc2ccccc2)c1C | -2
CCOC(=O)N1CCC(NC(=O)CCc2c(C)nc3c(c(C)nn3C(C)(C)C)c2C)CC1 | 17
CCOC(=O)Cn1nnnc1CN(Cc1cccs1)Cc1cc2cc(C)ccc2[nH]c1=O | 4
COc1ccc(-c2[nH]nc3c2C(c2ccc(OC(=O)N4CCOCC4)cc2)C(C#N)=C(N)O3)cc1 (centres undefined) | -2
CCOC(=O)C1CCN(Cc2c(O)ccc3ccccc23)CC1 | -2

molecule | FN deposition inh
CC12C=CC3(CN(Cc4ccccc4)C(=O)C3C1C(=O)NCc1ccco1)O2 (centres undefined) | -3
CCOC(=O)c1sc(NC(=O)CSc2ncccn2)c(C#N)c1C | 7
CCSc1nnc(NC(=O)CSc2nnc(Cc3cccn3C)n2CCc2ccccc2)s1 | -1
Fc1c(F)c(F)c(N/N=C/c2c[nH]c3ccccc23)c(F)c1F | -2
CC(C)NC(=O)c1sc2nc(-c3cccs3)cc(-c3cccs3)c2c1N | 4
CCOC(=O)N1CCC(NCCNC(=O)c2cccs2)CC1 | 2
CSc1ccccc1C(=O)NC1CCCCC1 | 1
Cn1c(Sc2nc3ccccc3n2C)nc2ccccc21 | -8
Brc1cccc(OCCN2CCCCC2)c1 | -4
CCOc1ccc2[nH]c(=O)c(CN(CCc3ccccc3)C(=O)N3CCCC3)cc2c1 | -4
CC1(C)CC(=O)C=C(NCCN2CCNCC2)C1 | -3
O=C(Cn1cnc2c(cnn2-c2ccccc2)c1=O)N1CCN(c2ccc(F)cc2)CC1 | -2
